Screening results: PubChem BioAssay, National Center for Advancing Translational Sciences (NCATS)
AMA1 RON2 block: qHTS for Inhibitors of AMA1-RON; Towards Development of Antimalarial Drug Lead: Primary Screen. Plasmodium falciparum AMA1 (3D7) - RON2 peptide interaction. AlphaScreen AMA1-biotinylated RON2 peptide binding. Potency, µM (highest dose often 58.2 µM), for inactives: at the highest dose activity change, negative = inhibition, hits mostly inhibitors. 0.2% of 360,000 active. AID 720542, 2013;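 further: potency means the concentration at half of the fitted maximal effect; 0% = vehicle wells and -100% = peptide control; nearly all actives have a fitted effect of over 45% in size; some results filed as inactive show a strong effect at the top dose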
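AMA1 (3D7) with his tag at 25 nM final met compounds first, then biotinylated RON2 peptide at 25 nM; detection used donor plus acceptor beads, 10 µg/mL apiece, read by AlphaScreen after 30 min at room temperature.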
HCV inhibitor: qHTS Assay for Inhibitors of Hepatitis C Virus (HCV). Huh7.5.1 HCVcc-Cre infection, luciferase reporter, 44 h. Potency, µM (doses to about 41.8 µM), for inactives: at the top dose activity change, negative = inhibition, actives largely listed as inhibitors. 3.4% of 340,000 active; further: potency means the concentration at half of the fitted maximal effect
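Whole-lifecycle infectious HCVcc-Cre system; cells 1,000/well, compound then virus (~0.5 moi) added 4 h after plating, 44 h culture. Luciferase read 15 sec following 15 min substrate incubation, room temp.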
AmpC inh detg: qHTS Inhibitors of AmpC Beta-Lactamase (assay with detergent); P00811; AmpC hydrolysis of nitrocefin, absorbance 480 nm, 0.01% Triton; Potency, µM (doses to about 114 µM), inactives show top-dose activity change, negative = inhibition, hits mostly inhibitors; 0.041% of 370,000 active;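 further: potency means the concentration at half of the fitted maximal effect; 0% = no-compound wells and -100% = no-enzyme wells; nearly all actives have a fitted effect of over 25% in size; some results filed as inactive show a strong effect at the top dose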
Target sequence (P00811 whole entry, looked up): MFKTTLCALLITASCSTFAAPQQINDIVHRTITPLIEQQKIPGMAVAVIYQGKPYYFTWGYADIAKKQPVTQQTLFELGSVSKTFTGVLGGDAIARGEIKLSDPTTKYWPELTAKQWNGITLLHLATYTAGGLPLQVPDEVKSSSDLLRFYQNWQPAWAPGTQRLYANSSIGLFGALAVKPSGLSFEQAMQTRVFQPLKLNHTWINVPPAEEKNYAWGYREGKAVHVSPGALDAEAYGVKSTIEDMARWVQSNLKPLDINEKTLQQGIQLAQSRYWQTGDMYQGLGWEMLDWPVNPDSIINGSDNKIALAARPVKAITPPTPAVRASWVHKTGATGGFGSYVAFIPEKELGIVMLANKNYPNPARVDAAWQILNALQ
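20 mM phosphate pH 7.0 + 0.01% (detergent screen) or 0.0001% Triton X-100; 5.3 nM AmpC reagent; cpd preinc 15 min RT; nitrocefin (800 uM stock) to start; A480 q20 s × 4 min; Activity was normalised to no-enzyme and no-compound control wells.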
FBPA Giardia inh: qHTS Assay for Inhibitors of Fructose-1,6-bisphosphate Aldolase from Giardia Lamblia | AID 2451, 2010 | Potency, µM (highest dose often 59.6 µM), for the others: at the top dose activity, negative = inhibition, hits mostly inhibitors | 0.71% of 290,000 active | A8B2U2 | purified Giardia FBPA; further: potency means the concentration at half of the fitted maximal effect; nearly all actives have a fitted effect of over 55% in size
Target sequence (A8B2U2 whole entry, looked up): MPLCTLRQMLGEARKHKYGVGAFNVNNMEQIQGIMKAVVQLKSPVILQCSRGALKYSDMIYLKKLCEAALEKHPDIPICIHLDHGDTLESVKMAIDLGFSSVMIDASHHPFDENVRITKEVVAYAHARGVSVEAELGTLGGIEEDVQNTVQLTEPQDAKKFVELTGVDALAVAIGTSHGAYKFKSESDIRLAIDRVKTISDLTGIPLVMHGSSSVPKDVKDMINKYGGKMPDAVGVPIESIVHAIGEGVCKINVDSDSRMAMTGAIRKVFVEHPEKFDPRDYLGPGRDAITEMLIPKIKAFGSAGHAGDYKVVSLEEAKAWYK
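Giardia FBPA (40 nM reagent) was preincubated 10 min at RT with compound (up to 57.5 uM final), then substrate plus GAPDH/TPI/NAD/arsenate coupling system with diaphorase/resazurin was added; resorufin fluorescence (525/598 nm) was read after 20 min.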
HCMV antiviral: qHTS Assay for inhibitors of the human cytomegalovirus (HCMV) | 4.5% of 410,000 active | HFF cells, HCMV-luciferase reporter, 72 h; active compounds read low | activity change, negative = inhibition, % at 57.5 µM; in the data active means activity change below about -60%; inconclusive means no clear call, values can overlap the other calls; inactive means above about -39%
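Compounds were evaluated in HFFs infected with an HCMV luciferase reporter virus (MOI 1 PFU/cell). Luciferase in lysates collected 72 h post infection served as the replication measure.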
Sm TGR block: qHTS Assay for the Inhibitors of Schistosoma Mansoni Peroxiredoxins | Schistosoma mansoni thioredoxin glutathione reductase (TGR), Q962Y6 | purified TGR, DTNB reduction, TNB absorbance 405 nm | Potency, µM (series often up to 114 µM), for inactives: at the highest dose activity change, negative = inhibition, usual class: inhibitors | 3% of 360,000 active | AID 485364, 2010; further: potency means the concentration at half of the fitted maximal effect; nearly all actives have a fitted effect of over 60% in size
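Kinetic colorimetric format: TGR-catalysed, NADPH-driven DTNB reduction monitored via TNB absorbance. Enzyme dispensed at 20 nM; compound exposure 15 min at room temperature before reaction start.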
* hit, by the source's call; ? = inconclusive; . = no result given; [ ] = another dose, or the depositor's remark. Unless noted, the call rests on the fitted dose curve; in most records, active means well fitted curve in the direction sought with a large enough effect; inconclusive means small, poorly fitted or top-dose-only effect, or another doubt; inactive means no such curve, though single readings can be large; an effect the other way counts as inactive or inconclusive. Unless noted, on the % scale 0 is the no-effect control and ±100 the full control effect.

mol,AmpC inh detg,HCV inhibitor,HCMV antiviral,Sm TGR block,FBPA Giardia inh,AMA1 RON2 block
O=C(c1cccc(Oc2ccccc2)c1)N1CCN(c2ccccn2)CC1,?,?,-72*,-4%,0%,-27%
CCOc1ccc(NC(=O)CC(NCc2ccccn2)C(=O)O)cc1 (stereo unspecified),1%,3%,-21,-18%,5µM*,-94%
Clc1ccccc1CN(Cc1ccccc1)C(c1cccs1)c1nnnn1C1CCCC1 (stereo unspecified),5%,?,?,1%,8%,-6%
CCOc1cc([N+](=O)[O-])cc(/C=N/NC(=O)c2c(-c3ccccc3)noc2C)c1O,-12%,2%,.,-12%,9%,-36%
CC(C)NCc1nnc(-c2ccc(Cl)cc2)o1,-5%,2%,-25,4%,-1%,35%[activator]
O=C(CNC(=O)c1ccccc1)NCc1ccc(Cl)cc1,-7%,16%,1,2%,1%,10%
CCOc1ccc(CCNc2cc(C)nc3ncnn23)cc1OCC,?,?,-26,-4%,1%,-10%
Cc1cccc(NS(=O)(=O)c2ccc(C)c(C(=O)NC3CCN(Cc4ccccc4)CC3)c2)c1,.,?,?,.,.,0%
CC(C)c1cccc(C(C)C)c1NC(=O)Cn1c(=O)cnc2ccccc21,-1%,?,-25,9%,3%,6%
CCOC(=O)Cc1csc(/N=C/c2c(O)n(-c3ccccc3C(F)(F)F)c(=O)c3ccccc23)n1,?,?,-4,-5%,-5%,31%[activator]
COc1ccc(NC2CCCN(C(=O)CCN3CCOCC3)C2)cc1 (stereo unspecified),2%,9%,0,-30%,.,-1%
CC1CCN(c2nnc(-c3ccccc3)c3ccccc23)CC1,4%,-22%,?,12%,1%,-25%
CCN(CC)C(=O)Oc1ccc2c(=O)c(-c3ccc(OC)cc3)c(C)oc2c1,-1%,.,?,14%,-12%,5%
Cc1cc(C(=O)COc2ccc3ccc(=O)oc3c2)c(C)n1Cc1cccs1,?,0%,-22,-36%,10%,15%[11.6 µM]
CC(C)C[C@@H](N)c1nnc(SCC(=O)c2ccc(Cl)cc2)o1,1%,8%,-31,-18%,-1%,9%
CCOC(=O)N1CCN(CC(O)COCCC23CC4CC(CC(C4)C2)C3)CC1 (stereo unspecified),3%,-3%,-62*,2%,-6%,1%
Cn1c(=O)c(C(=O)CN2CCN(S(=O)(=O)c3ccccc3)CC2)c(N)n(Cc2ccccc2)c1=O,-10%,-1%,-3,7%,-2%,-5%
COc1ccc(S(=O)(=O)N2CCc3ccccc32)cc1C(=O)Nc1cccnc1,?,-13%,-21,10%,0%,24%
COc1cc(C(C)=O)ccc1OCc1cn(CC(=O)c2ccc(O)cc2)nn1,.,11%,13,.,.,-20%
C[C@H](CO)N1C[C@H](C)[C@@H](CN(C)C(=O)Nc2ccc(C(F)(F)F)cc2)Oc2ccc(NS(=O)(=O)c3cccs3)cc2C1=O,.,14%,?,.,.,7%
CCCCc1ccc(NC(=O)Cn2cnc3c(oc4ccccc43)c2=O)cc1,22%,.,34,7%,.,.
CC(=O)Nc1cccc(NC(=O)c2oc3ccccc3c2C)c1,-1%,-6%,69,6%,-13%,.
CCOC(=O)C1=C(C)NC(=O)NC1c1ccc2c(c1)OCCO2 (stereo unspecified),?,-2%,34,-1%,6%,?
CC(=O)Nc1ccc(SCC(=O)NC(=O)c2ccccc2Br)cc1,-13%,3%,-20,-5%,.,14%[11.6 µM]
CCCC(=O)Nc1nnc(SCC)s1,2%,33%[activator],-14,3%,-1%,-12%
COc1cc(OC)cc(C(=O)NCC(=O)OCC(=O)N2CCc3ccccc32)c1,1%,14%,18,25%,11%,2%
CCOC(=O)C1(CC/C(C)=N\NC(N)=O)CC(C)OC1=O (stereo unspecified),?,30%[activator],-28,8%,5%,25%
CCN1C(=O)NC(=O)/C(=C\c2ccc(N3CCOCC3)cc2OC)C1=O,7%,.,50,7%,-11%,.
CCc1nnc(NS(=O)(=O)c2ccc(N=Cc3c(O)n(-c4ccc(Cl)cc4)c(=O)[nH]c3=O)cc2)s1,2%,3%,-1,-31%,7%,14%
CC1(CC(=O)N/N=C/c2cc3c(cc2Br)OCO3)OCCO1,0%,3%,-12,3%,2%,14%

Pulled by compound from the entries so far (two):
mol,AmpC inh detg,HCV inhibitor,HCMV antiviral,Sm TGR block,FBPA Giardia inh,AMA1 RON2 block
C[C@H](CO)N1C[C@H](C)[C@@H](CN(C)C(=O)Nc2ccc(C(F)(F)F)cc2)Oc2ccc(NS(=O)(=O)c3cccs3)cc2C1=O,.,14%,?,.,.,7%
CCOC(=O)C1=C(C)NC(=O)NC1c1ccc2c(c1)OCCO2 (stereo unspecified),?,-2%,34,-1%,6%,?

Next part
mol,AmpC inh detg,HCV inhibitor,HCMV antiviral,Sm TGR block,FBPA Giardia inh,AMA1 RON2 block
Cc1ccc(-c2nc(CS(=O)(=O)CC(=O)NCCCN3CCOCC3)c(C)o2)cc1,-7%,-3%,19,-25%,.,-2%
CCN(CC(=O)Nc1ccc2c(c1)OCCO2)C(=O)CCOc1ccccc1,3%,7%,-18,-16%,.,-7%
COc1ccc(NS(=O)(=O)c2cc(Br)cc3c2N(C(=O)C2CC2)CC3)cc1OC,-3%,.,?,-4%,.,.
COCc1cc(=O)n2[nH]c(-c3ccco3)cc2n1,-7%,24%,36,-11%,-19%,29%
CN(C)c1ccc(-c2nnn(CC(=O)N3c4ccccc4CCc4ccccc43)n2)cc1,-8%,-15%,-21,-11%,6%,4%
COc1ccccc1C(=O)Nc1ccc(OCc2cc(=O)n3ccc(C)cc3n2)cc1,9%,.,-2,0%,.,.
Cc1ccc(/C=C2\SC(=S)N(CCCC(=O)Nc3cccnc3)C2=O)cc1,-2%,0%,.,-8%,.,11%
c1ccc(-c2nn3c(C4CCCCC4)nnc3s2)cc1,-17%,-16%,-25,0%,3%,-11%
CCOc1ccccc1NC(=O)N(C)CCc1c(C)nn(CC)c1C,-5%,.,14,-7%,.,.
CN(C)CCNC(=O)c1cc(Sc2ccc(F)cc2)nc2ccccc12,-1%,.,.,-2%,-1%,.
CCC(C)c1ccc(O)c(NC(=S)NC(=O)c2cccnc2)c1 (stereo unspecified),-1%,-8%,3,0%,-6%,104%[activator]
Cc1ccc(N2C(=O)c3ccccc3C2=O)cc1Cl,-17%,4%,-26,-2%,1%,8%
Oc1ccc(N=Cc2cc(Br)c(N3CCOCC3)o2)cc1,-4%,1%,-17,18µM*,?,-15%
COc1ccc(NC(=O)CSc2nc3ccccc3n2CC(=O)N(C)c2ccc(F)cc2)cc1,-2%,.,-21,-1%,.,.
NC(=O)c1nnn(-c2ccccc2)c1N,-3%,24%,-16,1%[57.1 µM],1%,-9%
CC1=C(C#N)S(=O)(=O)C(C#N)C(c2ccccc2)C1 (stereo unspecified),1%,5%,-33,-18%,-22%,0%
CSc1ccccc1NC(=O)COc1ccc(S(=O)(=O)N2CCCC2)cc1,-2%,?,-12,12%,20%,-1%
COCCNc1c2c(c(C#N)c3nc4ccccc4n13)CCCC2,-5%,?,?,-12%,0%,36%[activator]
Cc1c(C(=O)N(C)C2CC(C)(C)NC(C)(C)C2)oc2c(F)cccc12,?,?,30,?,-6%,2%
O=C(CCn1cnc2ccccc2c1=O)Nc1ccc(S(=O)(=O)N2CCCCC2)cc1,?,-19%,-3,3%,2%,-10%
COC(=O)C(c1ccccc1)C(C(=O)OC)c1ccccc1 (stereo unspecified),-8%,18%,34,-5%,23%,0%
COc1ccc(CCN(C)C(=O)C2CCN(Cc3ccccc3)CC2)cc1OC,3%,19%,149,0%,?,-9%
CC(NC(=O)CNC(=O)c1ccccc1F)c1ccc(-n2ccnc2)cc1 (stereo unspecified),-3%,13%,-6,-4%,.,-5%
O=C(NCCNC(=O)c1cc(F)cc(F)c1)c1cc(F)cc(F)c1,3%,-7%,-27,3%,9%,-1%
CC(NC(=O)c1ccccc1F)c1nnc(SCC(=O)N2CCN(c3ccccc3)CC2)n1C (stereo unspecified),-1%,-6%,9,11%,2%,-2%
O=C(NCCCN1CCN(c2ccccc2F)CC1)C1CCN(S(=O)(=O)N2CCOCC2)CC1,2%,-12%,11,8%,11%,2%
CC1=C([N+](=O)[O-])C(c2ccccc2Cl)NC(=O)N1 (stereo unspecified),-10%,19%,53,2%,13%,22%
CN(CC(=O)Nc1ccccc1Cl)C(=O)c1cc(=O)[nH]c2ccccc12,-7%,-5%,0,-10%,0%,-12%
N#C/C(=C\c1cccnc1)c1ccc([N+](=O)[O-])cc1,?,-19%,-37,-14%,4%,-1%
Cn1c(=O)n(C)c2cc([N+](=O)[O-])c(N3CCN(S(=O)(=O)c4ccccc4)CC3)cc21,-2%,?,-10,-10%,-6%,-13%

Part of the list above, showing only AMA1 RON2 block.
smiles | AMA1 RON2 block
COc1ccc(CCN(C)C(=O)C2CCN(Cc3ccccc3)CC2)cc1OC | -9%
CC(NC(=O)CNC(=O)c1ccccc1F)c1ccc(-n2ccnc2)cc1 (stereo unspecified) | -5%
O=C(NCCNC(=O)c1cc(F)cc(F)c1)c1cc(F)cc(F)c1 | -1%
CC(NC(=O)c1ccccc1F)c1nnc(SCC(=O)N2CCN(c3ccccc3)CC2)n1C (stereo unspecified) | -2%

(listing goes on)
mol,AmpC inh detg,HCV inhibitor,HCMV antiviral,Sm TGR block,FBPA Giardia inh,AMA1 RON2 block
Clc1ccc(CSc2nncn3c2cc2occc23)cc1,-11%,.,-20,?,.,.
C/C(=N\NC(=O)c1cc2c(s1)CCC(C)C2)c1cccnc1 (stereo unspecified),-6%,-11%,-79*,-1%,1%,-22%
O=C(O)C(Cc1ccccc1)N=Cc1c(O)c2ccccc2oc1=O (stereo unspecified),-4%,8%,102,2%,1%,71%[activator]
CCc1nc(-c2cc(S(=O)(=O)N3CCN(c4ccccc4OC)CC3)ccc2OC)no1,14%,.,14,-3%,.,.
Cn1c(CN2CCOCC2)nnc1SCC(N)=O,1%,-7%,23,-24%,1%,0%
O=C(Nc1ccc(F)cc1)C1CCN(c2nc3ccccc3nc2C(F)(F)F)CC1,0%,.,-3,10%,.,.
CCOC(=O)C1CCCN(C(=O)c2cccc(S(=O)(=O)N(Cc3ccccc3)c3ccccc3OC)c2)C1 (stereo unspecified),?,18%,0,5%,.,-1%
O=C(NCCN1CCNCC1)c1ccccn1,-8%,12%,-3,-6%,-8%,60%[activator]
COc1ccc(CCNc2nnc(Sc3nnnn3-c3ccccc3)s2)cc1OC,3%,14µM*,-98*,4%,5%,-8%
O=C(CSCc1ccccc1Cl)NNC(=O)c1ccccc1,?,11%,-9,5%,.,35%[activator]
Cc1cc(C)c(S(=O)(=O)NCc2ccccn2)cc1C,7%,16%,7,0%,-13%,2%
CN1CCN(CC(=O)N(Cc2c(C#N)c3ccccc3n2C)c2ccccc2)CC1,-10%,-8%,58,-6%,1%,-12%
